Source: PubChem BioAssay
FEN1 inh: human FEN1 inhibition. hit rate 0.35% among 390,000. P39748. Recombinant FEN1 flap cleavage, fluorescence, 15 min. Potency, µM (highest dose often 114 µM), for inactives: at the top dose activity change, negative = inhibition, most hits filed as inhibitors. AID 588795; note: nearly all actives have a fitted effect of over 65% in size
Target sequence (P39748 whole entry, looked up): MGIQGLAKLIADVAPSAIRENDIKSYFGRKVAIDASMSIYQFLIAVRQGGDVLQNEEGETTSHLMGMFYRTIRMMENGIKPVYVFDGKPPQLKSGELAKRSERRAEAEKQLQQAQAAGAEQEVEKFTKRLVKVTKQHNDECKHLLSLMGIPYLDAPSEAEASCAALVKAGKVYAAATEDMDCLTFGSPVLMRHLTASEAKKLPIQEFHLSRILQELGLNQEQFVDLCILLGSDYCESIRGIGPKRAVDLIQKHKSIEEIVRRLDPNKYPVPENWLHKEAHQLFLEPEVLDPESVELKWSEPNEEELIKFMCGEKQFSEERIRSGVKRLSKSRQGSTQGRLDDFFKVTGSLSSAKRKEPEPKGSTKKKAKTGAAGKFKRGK
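Concentration–response screening of FEN1 (10 nM): 15 min compound preincubation at room temperature, reaction started with 50 nM substrate and read at 0 and 15 min. Corrected, normalized data were fitted by a four-parameter Hill equation.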
DT40 TDP1 CPT: DT40-hTDP1 cell growth loss with CPT; Potency, µM (doses to about 46.2 µM), for inactives: top-dose activity change, negative = growth inhibition, actives largely listed as inhibitors; chicken DT40 Tdp1-/-;hTDP1 cells + 20 nM CPT, ATP luminescence, 48 h; hit rate 12% among 420,000; AID 686979; note: nearly all actives have a fitted effect of over 55% in size
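Cell growth measured by CellTiter-Glo luminescence after a minimum 48 h, 37 C compound exposure with 20 nM CPT in Tdp1-knockout DT40 cells stably expressing hTDP1, seeded 400/well; qHTS titration format.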
KAT2A inh: blocks human GCN5L2 histone acetyltransferase; Q92830; GCN5L2 HAT assay, ThioGlo1 CoA-SH fluorescence; Potency, µM (doses to about 58.9 µM), for the others: at the highest dose activity change, negative = inhibition, hits mostly inhibitors; hit rate 0.21% among 390,000; AID 504327
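GCN5L2 (20 nM) in 50mM HEPES pH 7.5, 0.1mM EDTA, 0.01% Tween-20 preincubated 15 min with compounds at room temperature. Reaction started with H3(1-25) 75uM, acetyl-CoA 70uM, ThioGlo1 50uM; CoA-thiol fluorescence (Ex340/Em540) read at 0 and 20 min.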
The depositor's hits bear a star; i = inactive; ? = inconclusive; nt = no result given. Calls come from the whole dose curve; as a rule, active = well fitted curve in the direction sought with a large enough effect; inconclusive = small, poorly fitted or top-dose-only effect, or another doubt; inactive = no such curve, though single readings can be large; an effect the other way counts as inactive or inconclusive. % is set by controls: 0 for no effect and ±100 for the full control effect; potency is the fitted concentration of half-maximal effect. Only part of the results is shown (hit frequency here may not be typical).

molecule | FEN1 inh | DT40 TDP1 CPT | KAT2A inh
Cc1cc(C)cc(N2C(=O)CSC23C(=O)N(CC(N)=O)c2ccccc23)c1 (stereo unspecified) | 2.6% | 3.8% | 24.4%
CC(C)c1[nH]nc2c1C(C(C)C)C(C#N)=C(N)O2 (stereo unspecified) | -13.7% | -27.3% | -3.1%
COCCCNC(=O)/C=C/c1c(Cl)cccc1Cl | 4.9% | ? | 0.7%
Cc1ccc(NC(=O)c2cc(-c3cc(C)c(C)cc3O)n[nH]2)cc1C | 15.4% | -0.6% | 15.8%
COc1cccc2c1Oc1ncccc1N(c1ccc(C(=O)NCc3cccc(C)c3)s1)C2 | -15.1% | ? | -18.2%
COc1cccc(CSc2nc3n(n2)C(c2cccc(F)c2)C(C(=O)Nc2ccccc2C)=C(C)N3)c1 (stereo unspecified) | 2.5% | 3.7% | -0.5%
Cc1ccc(C)c(NC(=O)CSc2ncc3c(n2)-c2ccc(Cl)cc2N(C)S3(=O)=O)c1 | 2.7% | ? | -2.4%
CC1CCCC(NS(=O)(=O)c2cccc3nsnc23)C1C (stereo unspecified) | 7.3% | ? | -4.4%
COc1ccc(Cl)cc1NC(=O)c1ccc2c(c1)CCN2S(C)(=O)=O | -5.8% | ? | -7.4%
CCOC(=O)C1CCN(c2c(NCCN3CCN(c4ccccc4)CC3)c(=O)c2=O)CC1 | 3.4% | -13.0% | -1.2%
COC(=O)c1[nH]c2cccc(Cl)c2c1NC(=O)CN1CCCCC1C (stereo unspecified) | 10.3% | ? | -1.2%
O=C(CNS(=O)(=O)c1ccc(Cl)cc1)NC1CCCCC1 | 1.7% | 0.2% | 1.2%
COC(=O)c1ccc(CSc2nc3c(cnn3-c3ccc(C)c(C)c3)c(=O)[nH]2)o1 | -11.4% | ? | -3.0%
COC(=O)c1cccc(S(=O)(=O)N2CCC(NC(=O)NC34CC5CC(CC(C5)C3)C4)CC2)c1 | -2.4% | 23.1µM* | -10.7%
c1ccc(-c2ncc3c(ccc4ccccc43)n2)cc1 | 0.8% | -22.1% | -3.4%
CC(=O)[C@@H]1[C@@H](C(=O)c2ccc(F)cc2)[C@]2(C(=O)Nc3ccccc32)[C@H]2C=Cc3cc(F)ccc3N12 | -5.6% | ? | -5.3%
COc1ccc(NC(=O)C/C(C)=N/NC(=O)c2ccccn2)c(OC)c1 | 13.5% | 9.5% | 1.2%
O=C(NCCc1ccccc1)c1ccc2c(c1)N(Cc1ccccc1)CCS2 | -12.8% | ? | -6.2%
O=C(CSc1nnc(CNC(=O)c2ccccc2)o1)NCc1ccc(F)cc1 | -2.5% | ? | ?
Cc1ccc(CN2CCN(Cc3ccc(OCCO)cc3)CC2CCO)o1 (stereo unspecified) | -1.2% | 1.6% | -0.1%
CC(c1ccccc1)N1CCN(C(=O)CCl)CC1 (stereo unspecified) | 21.6% | 11.6µM* | -3.2%
COc1cc(C(=O)N2CCCN(C)CC2)cc(OC)c1C | -11.5% | -3.2% | -5.4%
N#CCc1nc(-c2cc3ccccc3oc2=O)cs1 | -13.9% | ? | -13.5%
CCOC(=O)c1sc(NC(=O)CCc2ccc(OC)cc2)nc1C | -18.3% | -2.8% | -3.0%

In the list so far, four have an aryl thioether with sulfur outside any ring:
molecule | FEN1 inh | DT40 TDP1 CPT | KAT2A inh
COc1cccc(CSc2nc3n(n2)C(c2cccc(F)c2)C(C(=O)Nc2ccccc2C)=C(C)N3)c1 (stereo unspecified) | 2.5% | 3.7% | -0.5%
Cc1ccc(C)c(NC(=O)CSc2ncc3c(n2)-c2ccc(Cl)cc2N(C)S3(=O)=O)c1 | 2.7% | ? | -2.4%
COC(=O)c1ccc(CSc2nc3c(cnn3-c3ccc(C)c(C)c3)c(=O)[nH]2)o1 | -11.4% | ? | -3.0%
O=C(CSc1nnc(CNC(=O)c2ccccc2)o1)NCc1ccc(F)cc1 | -2.5% | ? | ?

Other records follow:
molecule | FEN1 inh | DT40 TDP1 CPT | KAT2A inh
CCc1ccc(Nc2ncnc3c2cnn3-c2cc(Cl)ccc2C)cc1 | 1.9% | ? | -11.6%
CCc1cccc(C)c1NC(=O)c1ccc2c(c1)CCN2S(=O)(=O)CC | -13.3% | ? | -0.3%
COc1ccccc1C(=O)C1CCCN(C(=O)c2ccccc2C(C)=O)C1 (stereo unspecified) | -3.7% | -22.7% | -16.9%
CN(C)S(=O)(=O)c1ccc(C(=O)Nc2ccn(C)n2)cc1 | 0.0% | 9.9% | -2.1%
CN1C(=O)C(O)(CC(=O)c2cccc(-n3cccc3)c2)c2ccccc21 (stereo unspecified) | -9.4% | 20.6µM* | -5.2%
Cc1cccc(OC(C)c2ccnc3nc(/N=C/N(C)C)nn23)c1 (stereo unspecified) | -6.8% | -13.0% | 0.5%
CCOc1ccc(-c2nc3c(s2)CCc2onc(-c4ccc(OC)cc4)c2-3)cc1 | -3.1% | -16.4% | nt
CN(CC(=O)NC(=O)NC1CCCCC1)CC(=O)Nc1ccc(Cl)cc1 | -17.0% | ? | -10.9%

Record cards (already shown). Order of values: FEN1 inh, DT40 TDP1 CPT, KAT2A inh
CCOc1ccc(-c2nc3c(s2)CCc2onc(-c4ccc(OC)cc4)c2-3)cc1 in the list: -3.1%, -16.4%, nt
CN1C(=O)C(O)(CC(=O)c2cccc(-n3cccc3)c2)c2ccccc21 (stereo unspecified) in the list: -9.4%, 20.6µM*, -5.2%
Cc1cccc(OC(C)c2ccnc3nc(/N=C/N(C)C)nn23)c1 (stereo unspecified) in the list: -6.8%, -13.0%, 0.5%
CN(C)S(=O)(=O)c1ccc(C(=O)Nc2ccn(C)n2)cc1 in the list: 0.0%, 9.9%, -2.1%
CN(CC(=O)NC(=O)NC1CCCCC1)CC(=O)Nc1ccc(Cl)cc1 in the list: -17.0%, ?, -10.9%

(more compounds)
molecule | FEN1 inh | DT40 TDP1 CPT | KAT2A inh
Cc1nc(N2CCCCC2)c2c(C)c(C(=O)Nc3ccc4c(c3)OCCO4)sc2n1 | -3.7% | ? | -17.8%
COc1ccc(Br)cc1-c1nc(CCl)cs1 | -21.2% | 13µM* | 1.2%
Cn1c(SCCOc2cccc(Cl)c2)nnc1-c1ccncc1 | 6.8% | ? | -5.2%
O=C(c1cccc(S(=O)(=O)N2CCCC2)c1)N1CCN(S(=O)(=O)c2cccc(Cl)c2)CC1 | -11.5% | ? | nt
O=C(CCNC(=O)c1ccccc1Cl)Nc1ccc(Br)c(C(F)(F)F)c1 | -10.4% | -26.9% | -10.8%
COC(=O)C1C(=O)C2=C(CC1C)Nc1ccccc1NC2c1cccs1 (stereo unspecified) | 10.4% | -10.8% | -13.2%
O=C(CS(=O)(=O)Cc1ccccc1)Nc1cccnc1 | -0.3% | -2.1% | -4.0%
COc1ccc(-n2c(SCC(=O)N3CCCCC3C)nnc2-c2cccnc2)cc1 (stereo unspecified) | -3.9% | -7.9% | 0.9%
COc1ccc2c(c1)c(=O)c(S(=O)(=O)c1ccc(F)cc1)cn2CC(=O)Nc1ccc(C)cc1C | -6.9% | 12.7% | 1.7%
Cc1cc(C)cc(NC(=O)c2cnn(-c3ccccc3)c2C2CCNCC2)c1 | -10.7% | ? | -7.9%
Cc1ccc(CCNC(=O)CCn2nc(-c3ccccc3)ccc2=O)cc1 | 10.4% | ? | -4.2%
O=C(NCCOc1ccccc1)C1CCC(=O)N(CCc2ccc(Cl)cc2)C1 (stereo unspecified) | -1.6% | ? | 0.4%
Cc1cccc(N2CC(O)(c3cccs3)[N+]3=C2CCCCC3)c1 (stereo unspecified) | -7.2% | -26.3% | -9.8%
COC(=O)C1=CN(Cc2ccccc2)C=C(C(=O)OC)C1c1cc(F)ccc1F | 1.6% | -18.8% | -11.0%
O=C(CCC(=O)NC1CCCCC1)Nc1cccnc1 | -1.4% | -8.1% | -3.5%
CC(=O)c1sc(NC(=O)c2ccc(F)c(S(=O)(=O)N3CCOCC3)c2)nc1C | -3.6% | -17.7% | -1.8%
CCCCN(C)C(=O)c1nc2ccccn2c1CN1CCSCC1 | -0.5% | -1.6% | -4.5%
O=C(CCc1ccccc1)N1CCN(c2ccc([N+](=O)[O-])cc2)CC1 | 4.4% | ? | -8.2%
Cc1ccc(NC(=O)COC(=O)Cn2c(C)csc2=O)cc1 | -5.6% | -12.6% | -1.3%
COC(=O)N/N=C/c1ccc(OC(=O)c2ccco2)c(OC)c1 | -7.0% | 18.6% | -2.4%
COC(=O)C1=C(NC(=O)C(C)(C)C)CCS1 | 4.3% | -7.7% | 4.4%
CCCCN=C1NN=C(c2ccc(C)c(C)c2)CS1 | -14.3% | ? | -5.4%
CC1CCC2(CC1)NC(=O)N(NC(=O)c1cc3ccccc3o1)C2=O (stereo unspecified) | 10.2% | -15.4% | 0.4%
COc1ccc(C(=O)Nn2c(C)nc3ccccc3c2=O)cc1[N+](=O)[O-] | -5.6% | 7.0% | -6.0%
O=C(CCCOc1ccccc1)Nc1cccc(S(=O)(=O)N2CCCCC2)c1 | 0.6% | ? | -7.5%
COc1cc(/C=N/NC(=O)c2cc(C)oc2C)ccc1OCc1ccccc1 | 1.1% | ? | -4.7%
O=c1oc2ccccc2c(O)c1C=NCc1ccccn1 | -1.9% | -16.2% | -5.8%
S=C(NCCc1ccccc1)N1CCCCC1 | -5.0% | -4.0% | 3.7%
COc1ccc2c(c1)cc(C(=O)N[C@H](C(=O)N1CCC[C@H]1C(=O)O)C(C)C)n2C | -3.2% | 3.1% | -17.1%
Cc1ccc(N(Cc2cc3ccccc3[nH]c2=O)C(=O)c2cccs2)cc1 | 0.7% | -9.6% | -6.5%
Cc1ccc(Nc2nc3c([nH]2)c(=O)[nH]c(=O)n3C)cc1 | -4.7% | -28.7% | -4.5%
COc1ccc(Nc2cc(Nc3ccccc3)ncn2)cc1 | 17.8% | 0.3% | -0.1%

Rewritten with values under each structure: entries from further up
Under each structure: FEN1 inh	DT40 TDP1 CPT	KAT2A inh
O=c1oc2ccccc2c(O)c1C=NCc1ccccn1
 : -1.9%	-16.2%	-5.8%
S=C(NCCc1ccccc1)N1CCCCC1
 : -5.0%	-4.0%	3.7%
Cc1ccc(N(Cc2cc3ccccc3[nH]c2=O)C(=O)c2cccs2)cc1
 : 0.7%	-9.6%	-6.5%
Cc1ccc(Nc2nc3c([nH]2)c(=O)[nH]c(=O)n3C)cc1
 : -4.7%	-28.7%	-4.5%
COc1cc(/C=N/NC(=O)c2cc(C)oc2C)ccc1OCc1ccccc1
 : 1.1%	?	-4.7%
O=C(CCCOc1ccccc1)Nc1cccc(S(=O)(=O)N2CCCCC2)c1
 : 0.6%	?	-7.5%
COc1ccc2c(c1)cc(C(=O)N[C@H](C(=O)N1CCC[C@H]1C(=O)O)C(C)C)n2C
 : -3.2%	3.1%	-17.1%

(cont.)
molecule | FEN1 inh | DT40 TDP1 CPT | KAT2A inh
CCc1ccc(OCCCC(=O)O)c(Br)c1 | -6.6% | -25.9% | 2.1%
Cc1ccc(NC(=O)c2cc(-c3ccccc3O)n[nH]2)cc1C | 7.6% | -22.0% | ?
O=C(Nc1ccccn1)c1ccc(Br)c(S(=O)(=O)N2CCCCC2)c1 | -7.2% | -0.8% | 1.1%
Cc1ccc(-n2c(N)c(C#N)c(-c3ccc(Cl)cc3)c(C#N)c2=O)cc1 | 26.1% | ? | 3.2%
COc1ccc(NC(=O)c2c(-c3c(Cl)cccc3Cl)noc2C)cn1 | 14.0% | ? | -6.0%
O=C(O)C1CCCCC1C(=O)Nc1nc(-c2cccs2)cs1 (stereo unspecified) | 1.6% | -7.0% | -8.6%
COc1cc(/C=C(\C#N)c2nc3ccccc3[nH]2)ccc1OCc1ccccc1F | -18.9% | ? | -6.3%
O=C1C(=O)N(CCN2CCOCC2)C(c2ccccn2)/C1=C(/O)c1ccc(F)cc1 (stereo unspecified) | -6.9% | ? | -5.4%
NC1=NC(=O)/C(=C/c2ccc(Br)cc2)S1 | 25.4% | -9.6% | -3.5%
CC(=O)N[C@@H](CC(=O)O)C(=O)O | i | -6.0% | -1.4%
CCCN1CCN(S(=O)(=O)c2c(C)[nH]c(C)c2C(=O)N2CCCCC2)CC1 | 20.8% | -22.5% | -7.1%
CC(CN1CCCCC1)OC(=O)C(C)(c1ccccc1)c1ccccc1 (stereo unspecified) | 9.3% | ? | -3.8%
O=C(NC1CCCCC1NC(=O)c1cccs1)c1cccs1 (stereo unspecified) | -5.9% | 2.7% | -3.0%
Cn1nnnc1SCC(=O)C(C)(C)C | -1.9% | -2.1% | -9.5%
c1ccc2c(CN3CCCCC3)csc2c1 | -3.1% | 11.3% | -1.5%
CCC1(CC)NC(=O)N(CC(=O)OCC(=O)Nc2cc(OC)ccc2OC)C1=O | -4.5% | -1.8% | 0.4%
